ssDAF12 agonist = S. stercoralis DAF-12 activation, primary screen | HEK293 ssDAF-12/GRIP1 lit1-tk-luc reporter, luminescence; % of 3 µM dafachronic acid response | 1% of 370,000 active | activation, % at 6.8 µM | AID 652126;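 active = activation above the mean over all tested compounds plus 3 SD, cut at about 0.9% in these data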;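 also: 0% = DMSO-only wells and 100% = 3 µM delta7-dafachronic acid wells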
hcDAF-12 act = activators of H. contortus DAF-12 nuclear receptor | HEK293 hcDAF-12 lit1-tk-luc reporter, luminescence; 0% DMSO, 100% Δ7-dafachronic acid | activation, % at 6.8 µM | 1.4% of 370,000 active | AID 652067;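 active = activation above the mean of all tested compounds plus 3 SD, cut at about 5.5% in these data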;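 also: 100% = response to 3 µM Δ7-dafachronic acid high control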
SMARCA2 act = SMARCA2 function activation, primary screen. 1% of 370,000 active. MG213 cells, MMTV-luciferase reporter, dexamethasone, overnight. activation, % at 9.1 µM; in the data active = activation above about 7.8%;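 also: 0% = vehicle wells and 100% = reference activator wells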
DAX1 inh-1 = inhibitors of DAX1 repression of SF-1 activated StAR promoter; HEK293T StAR-luciferase reporter, SF-1/DAX-1 repression relief; inhibition, % at 6.8 µM; 1.1% of 370,000 active; AID 652010;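 active = inhibition above the mean over all tested compounds plus 3 SD, cut at about 3.6% in these data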;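 also: 0% = DAX-1 cells with DMSO and 100% = cells lacking DAX-1 with DMSO; higher inhibition means more luminescence from relief of DAX-1 repression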
hgDAF12 agonist = agonists of H. glycines DAF-12 nuclear receptor; HEK293 GAL4-hgDAF12 UAS-luciferase reporter, agonist luminescence; normalized to butyrate control; activation, % at 6.8 µM; 1.8% of 370,000 active;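 active = activation above a cutoff set at the mean of all screened compounds plus 3 SD, cut at about 10% in these data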;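 also: 0% = DMSO wells and 100% = sodium butyrate wells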
sPLA2-III inh = Blocks human group III sPLA2 activity; QFRET BODIPY PC-A2 liposome hydrolysis, fluorescence; Q9NZ20; 0.56% of 370,000 active; inhibition, % at 12.2 µM;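 active = inhibition above mean plus 3 SD of compounds lying within the high and low control bounds, cut at about 19% in these data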;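 also: 0% = median of test compound wells and 100% = no enzyme DMSO wells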
PG9 Ab binder = binds the HIV-1 gp120 antibody PG9; inhibition, % at 6.7 µM; TR-FRET gp120-PG9 antibody binding; AID 624416; 0.43% of 360,000 active; in the data active = inhibition above about 8.5%
DAX1 inh-2 = inhibitors of human orphan nuclear receptor DAX1 (NR0B1); inhibition, % at 6.75 µM; 0.99% of 340,000 active; HEK293 Gal4-DAX1 luciferase reporter, luminescence; P51843; AID 504766;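 active = inhibition above the mean over all tested compounds plus 3 SD, cut at about 4.2% in these data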;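 also: 0% = DAX1-transfected cells with DMSO and 100% = empty-vector control cells with DMSO; inhibition shows as a rise in luminescence from relieved DAX1 repression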
Target sequence (P51843 207-470 limits assumed): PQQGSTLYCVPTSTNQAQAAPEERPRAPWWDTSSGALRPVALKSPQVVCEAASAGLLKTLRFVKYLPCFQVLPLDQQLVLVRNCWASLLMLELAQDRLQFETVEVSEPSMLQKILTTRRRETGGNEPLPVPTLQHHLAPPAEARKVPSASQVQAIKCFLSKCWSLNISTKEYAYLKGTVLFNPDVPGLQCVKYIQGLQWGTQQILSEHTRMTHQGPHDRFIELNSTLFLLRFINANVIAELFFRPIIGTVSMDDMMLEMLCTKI
FXN GAA850 act = activators of GAA850 frataxin (FXN) promoter | HEK293 lucGAA850 FXN promoter luciferase reporter, 24 h; percent of 10 µM SAHA response | activation, % at 6 µM | 0.56% of 360,000 active;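 active = activation above the average of all compounds screened plus 3 SD, cutoff fixed separately per campaign, cut at about 7.5% in these data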;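 also: 0% = DMSO wells and 100% = 10 µM SAHA wells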
PLCb3 inh = blocks human PLC-beta3 enzyme activity | Q01970 | Purified PLC-beta3, fluorogenic substrate, fluorescence | inhibition, % at 12.2 µM | 0.18% of 370,000 active; in the data active = inhibition above about 11%;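 also: 0% = median of compound wells on plate and 100% = full blocker control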
Rev-erbA mod = modulates human Rev-erb alpha binding to DNA; 0.79% of 370,000 active; AID 1259318; Rev-erbα–FITC-DNA binding, fluorescence polarization, 90 min; activity, % at 10 µM;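 active = activity above about 14%, limit read from the data; passing the limit was not always enough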;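 also: 0% = DMSO wells with 35 nM protein and 100% = DMSO wells with 750 nM protein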
Target sequence (P20393 whole entry, looked up): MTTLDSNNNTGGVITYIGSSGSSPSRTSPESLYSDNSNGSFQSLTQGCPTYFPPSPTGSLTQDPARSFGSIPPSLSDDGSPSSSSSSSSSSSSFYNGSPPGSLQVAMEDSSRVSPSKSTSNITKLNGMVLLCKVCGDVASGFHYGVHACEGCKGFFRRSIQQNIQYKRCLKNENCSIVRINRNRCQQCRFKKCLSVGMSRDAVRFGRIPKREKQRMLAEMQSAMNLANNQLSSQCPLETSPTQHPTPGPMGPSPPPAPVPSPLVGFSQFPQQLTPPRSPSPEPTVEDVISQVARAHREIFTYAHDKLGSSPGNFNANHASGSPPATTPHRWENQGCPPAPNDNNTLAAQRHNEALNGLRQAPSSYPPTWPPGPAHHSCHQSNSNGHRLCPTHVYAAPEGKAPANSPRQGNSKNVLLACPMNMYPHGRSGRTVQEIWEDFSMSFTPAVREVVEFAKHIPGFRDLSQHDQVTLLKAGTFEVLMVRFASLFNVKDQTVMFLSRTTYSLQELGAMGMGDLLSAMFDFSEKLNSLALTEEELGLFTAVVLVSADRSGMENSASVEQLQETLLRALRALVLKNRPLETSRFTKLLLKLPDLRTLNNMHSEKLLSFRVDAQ
The depositor's hits bear a star; nt = no result given.

Every second line gives: ssDAF12 agonist	hcDAF-12 act	SMARCA2 act	DAX1 inh-1	hgDAF12 agonist	sPLA2-III inh	PG9 Ab binder	DAX1 inh-2	FXN GAA850 act	PLCb3 inh	Rev-erbA mod
NC(=O)c1nsc(C(=O)N(c2ccccc2)C(C(=O)NCc2ccc(F)cc2)c2ccco2)c1N (configuration not stated)
→ -0.5	-0.8	-2	-0.4	-0.2	-9	0.6	-1.3	1.7	-59	7
Cc1ccc(/C=[N+](/C)[O-])cc1
→ -1.6	2.9	1	-0.1	-1.5	3	-2.4	1.6	1.6	1	-3
CCCCn1c(=O)[nH]c(=O)c2c1nc(-c1ccc([N+](=O)[O-])cc1)n2CC
→ -1.0	-1.0	6	-0.6	-1.2	7	-1.6	1.0	1.3	4	-2
O=C(COc1ccc2ccc(=O)oc2c1)NCCc1c[nH]c2ccc(F)cc12
→ -1.5	-2.0	-2	-0.7	-2.0	-46	0.1	-0.4	-0.4	-6	-3
O=C(CCNC(=O)N1CC(=O)Nc2ccccc21)NCCc1cccc(F)c1
→ -1.1	-0.6	1	2.9	2.4	4	-1.1	1.5	-1.3	-6	-10
COc1ccc(-c2ncncc2-c2csc(C)n2)c(O)c1
→ -1.6	-1.7	0	0.1	2.1	15	0.1	2.4	3.7	-1	5
COc1ccc(C(=O)NNC(=O)c2cccs2)cc1S(=O)(=O)N1CCOCC1
→ -0.5	2.2	-1	1.4	4.7	3	0.1	1.4	0.1	-10	0
CC(C)CCn1nc(C(=O)OCC(=O)NC(C)c2ccccc2)c2ccccc2c1=O (configuration not stated)
→ -1.3	-0.1	-1	-0.4	2.5	-9	2.2	-0.2	1.8	8	-3
O=C(Nc1ccccc1C(F)(F)F)C1CCCC1
→ -0.6	-0.7	-2	-0.1	-2.9	5	0.2	-0.3	1.6	1	3
CCOc1ccccc1CNC(=O)c1ccc(NC(=O)C2=CSCCO2)cc1
→ -1.5	-1.6	2	0.2	2.3	-11	-3.7	0.0	4.2	-9	-1

Overlap with the part before: 2 compounds, followed by the next part.
Every second line gives: ssDAF12 agonist	hcDAF-12 act	SMARCA2 act	DAX1 inh-1	hgDAF12 agonist	sPLA2-III inh	PG9 Ab binder	DAX1 inh-2	FXN GAA850 act	PLCb3 inh	Rev-erbA mod
O=C(Nc1ccccc1C(F)(F)F)C1CCCC1
→ -0.6	-0.7	-2	-0.1	-2.9	5	0.2	-0.3	1.6	1	3
CCOc1ccccc1CNC(=O)c1ccc(NC(=O)C2=CSCCO2)cc1
→ -1.5	-1.6	2	0.2	2.3	-11	-3.7	0.0	4.2	-9	-1
CC(=O)Nc1ccc(N2CCN(c3ccc(F)cc3)CC2)cc1
→ -1.2	-0.5	-1	0.1	-0.3	5	-0.3	2.1	2.7	4	1
CC1C(=O)N2CCCc3cc(S(=O)(=O)N4CCC(C(N)=O)CC4)cc1c32 (configuration not stated)
→ -0.6	0.2	1	-0.2	0.0	-8	-1.2	0.3	0.7	-21	-3
c1nc(NCC2CCCCO2)c2cc(-c3ccc4c(c3)OCO4)ccc2n1 (configuration not stated)
→ -1.2	6.9*	nt	nt	-0.6	3	nt	nt	nt	-150	-3
Cc1cc(Cl)ccc1C(=O)C1CCCN(C(=O)c2cccnc2C)C1 (configuration not stated)
→ -1.4	-1.6	-1	-0.2	-1.6	4	0.3	-0.1	5.0	-8	5
CNC(=O)C1Cc2c(-c3ccc(Cl)cc3)ccnc2O1 (configuration not stated)
→ -1.0	-0.9	4	1.0	0.4	1	-0.3	nt	2.2	-1	0
COc1cccc(OC(=O)CSc2nnc(-c3ccccc3Br)o2)c1
→ -0.8	0.7	-4	-0.6	-0.6	4	1.0	0.2	-1.8	-4	-4
O=S(=O)(NCCN1CCOCC1)c1ccc2c(c1)OCCO2
→ -1.2	-1.1	-5	-0.4	-2.8	-4	-0.5	2.9	-0.3	-1	-3
COC(C/C=C\[C@@H](O)[C@H](C)OCc1ccccc1)OC
→ -1.0	-1.7	1	0.2	-0.7	4	-0.7	1.2	-0.6	1	-1
COc1ccc(OC)c(C(c2nnnn2CCC(C)C)N2CCN(C(=O)c3ccco3)CC2)c1 (configuration not stated)
→ -1.5	0.7	-1	0.1	-3.2	-7	1.4	-0.9	0.3	1	-3
O=C(CSc1nnc(C23CC4CC(CC(C4)C2)C3)o1)Nc1ccc(N2CCOCC2)c(Cl)c1
→ -1.3	-0.5	-3	0.1	-2.4	-1	-4.1	0.1	-0.2	3	-6

Additional structures follow.
Every second line gives: ssDAF12 agonist	hcDAF-12 act	SMARCA2 act	DAX1 inh-1	hgDAF12 agonist	sPLA2-III inh	PG9 Ab binder	DAX1 inh-2	FXN GAA850 act	PLCb3 inh	Rev-erbA mod
COc1ccc(C(C(=O)NC2CCCCC2)N(C(=O)c2sc(C)nc2C)c2ccc(OC)cc2)cc1 (configuration not stated)
→ -1.2	-0.9	0	0.3	-1.6	-7	-0.6	1.1	-1.1	4	4
Cc1ccc(S(=O)(=O)Nc2ccc(NC(=O)Nc3ccc(F)cc3F)cc2)cc1
→ -1.1	-1.5	0	-0.2	-1.6	-38	-0.8	-1.4	0.9	2	-3
O=C(NCc1cccnc1)C1Cc2c(-c3ccc(Cl)cc3)ccnc2O1 (configuration not stated)
→ -1.5	-1.9	5	-3.7	-0.1	-3	-0.1	nt	-5.7	4	3
O=C(CS(=O)(=O)Cc1ccccc1)Nc1ccc(S(=O)(=O)N2CCCCCC2)cc1
→ -1.4	-2.0	-2	-0.3	-0.9	-53	2.0	1.0	-1.2	0	0
Cc1cccc(NC(=O)c2oc3ccc(S(=O)(=O)N4CCOCC4)cc3c2C)c1C
→ -2.2	-2.9	0	-1.5	-3.8	-8	1.1	-2.7	-1.7	0	2
Cc1ccc(CN2CCC(N3CC(C)OC(C)C3)CC2)cc1 (configuration not stated)
→ -1.3	0.4	-2	0.5	-0.8	1	-1.4	0.4	0.9	-2	0
Cc1ccccc1-n1cnc2cc(NCc3cccs3)ccc21
→ -1.9	-0.8	-2	0.6	-1.2	11	0.0	0.7	-2.3	-14	2
Cc1nonc1NC(=O)N1CCCC1
→ -0.8	-1.5	-2	-0.4	0.6	6	-1.7	1.1	0.7	3	4
CCS(=O)(=O)N1CCC(NC(C)=O)(c2ccccc2)CC1
→ -1.1	-0.9	-7	-0.3	-1.1	1	1.0	-0.9	2.3	2	-3
Cc1ccc(C(CNS(=O)(=O)c2cc(F)ccc2F)N2CCN(C)CC2)cc1 (configuration not stated)
→ -0.4	-0.1	1	0.6	0.7	-5	0.6	-0.5	1.4	-6	-2

Next section
Every second line gives: ssDAF12 agonist	hcDAF-12 act	SMARCA2 act	DAX1 inh-1	hgDAF12 agonist	sPLA2-III inh	PG9 Ab binder	DAX1 inh-2	FXN GAA850 act	PLCb3 inh	Rev-erbA mod
Cc1cc(C)cc(Oc2nc3ccccn3c(=O)c2/C=C(\C#N)C(=O)NC2CCS(=O)(=O)C2)c1 (configuration not stated)
→ -0.3	0.5	-2	-0.5	-0.2	-4	-0.2	nt	1.2	-150	3
N#C/C(=C\c1ccccc1OCc1ccc(C(=O)O)cc1)c1ccccc1
→ -0.7	-0.8	2	0.2	-2.6	-21	-1.0	0.3	1.9	-1	-8
Cc1cc(C)n(CCNC(=O)C2CCC(=O)N(CCc3cccc(F)c3)C2)n1 (configuration not stated)
→ -1.2	-0.5	-3	0.8	-0.7	-5	-2.2	1.0	2.6	-2	0
Cc1c(OCC(=O)N2CCC(C(N)=O)CC2)ccc2c3c(c(=O)oc12)CCC3
→ -1.1	-1.0	-1	-0.4	7.2	-2	-0.2	-0.4	0.3	-1	-1
Cn1c(CNC(=O)CCNC(=O)c2ccc(Br)cc2)cc(=O)n(C)c1=O
→ -1.4	1.6	1	0.0	-0.8	-1	-2.1	0.8	0.7	-52	-3
CCOc1cc(NS(=O)(=O)c2ccc(NC(C)=O)cc2)c(OCC)cc1NC(=O)c1cccs1
→ -1.4	-2.9	-1	0.2	-1.8	2	0.9	-1.3	2.2	-4	-3
COc1cc(OC)cc(-c2c(-c3cccs3)c3cc(Br)ccc3n2C)c1
→ -0.6	1.2	-1	-0.3	-2.9	6	-1.2	0.3	0.9	-30	2
O=C(NC(=S)Nc1ccc(Cl)c(C(=O)O)c1)c1ccco1
→ -0.7	4.1	2	-1.7	1.9	10	-0.7	1.4	1.1	-2	-2
O=C(OC1CCOC1=O)c1ccc2ccccc2n1 (configuration not stated)
→ -0.8	0.8	-5	-0.4	-2.3	-4	0.7	0.9	-0.1	0	-2
COc1ccc(Cl)cc1NC(=O)CN(C)C1CCS(=O)(=O)C1 (configuration not stated)
→ -1.4	-0.7	1	-0.7	3.0	9	-1.7	-0.5	0.5	2	-3

New compounds follow
Every second line gives: ssDAF12 agonist	hcDAF-12 act	SMARCA2 act	DAX1 inh-1	hgDAF12 agonist	sPLA2-III inh	PG9 Ab binder	DAX1 inh-2	FXN GAA850 act	PLCb3 inh	Rev-erbA mod
O=S(=O)(c1ccc(Cl)cc1)N1CCN(C2CCCCCC2)CC1
→ -1.0	-0.6	-1	0.0	0.9	6	-1.7	-0.2	0.4	0	-4
CC12CCC(C(=O)N(CCCCN3CCN(Cc4ccccc4)CC3)C1=O)C2(C)C (configuration not stated)
→ -1.7	-0.4	-4	-0.4	-0.6	-2	-2.2	nt	-0.7	-6	-2
Cc1ccc(C2=CCN(C)C(=O)N2c2ccc([N+](=O)[O-])cc2)cc1
→ -1.4	0.5	-4	-0.1	4.0	0	nt	nt	nt	-2	6
COc1ccc(/C=N/n2c(-c3n[nH]c4c3CCC4)n[nH]c2=S)cc1OC
→ -1.3	0.6	-3	-0.1	0.0	4	-2.2	1.0	7.2	9	-4
COc1ccc(Cc2nc3ccccc3[nH]2)cc1OC
→ -1.4	-1.9	-3	-1.2	-2.0	3	2.0	-1.1	0.4	1	-6
CCCNC(=O)c1cccc(NC(=O)C(C)C)c1
→ -1.1	1.1	2	0.1	-1.1	5	-2.1	-0.7	-0.8	3	2
CC(=O)c1ccc2c3c(ccc(O)c13)CC2
→ -1.0	-3.0	-2	-0.5	0.4	-3	-3.4	1.1	1.2	-7	4
CCC(CC)COC(=O)C1=C(C)NC(=O)NC1c1ccccc1Br (configuration not stated)
→ -2.1	-1.3	1	0.2	1.2	4	-0.7	-1.3	-0.4	-3	17*
COc1ccc(NC2=C(c3ccc(OC)cc3)C(=O)c3ccccc32)cc1
→ -1.1	-3.2	-3	-0.7	-2.4	8	-1.7	-1.7	-0.2	1	0
